West Nile antiviral – West Nile virus antiviral activity, cell-based, CPE readout (AID 1621); West Nile virus-infected cells, CPE inhibition; higher % means a stronger effect; 290,000 tested, 0.02% active; CPE inhibition, % at 10 µM, or IC50 in µM where a hit was titrated; in the data active means a potency from the dose series; inconclusive means CPE inhibition mostly from about 3.7% at the one dose, without a potency; inactive means the rest, 99 in 100 with CPE inhibition below about 2.2%; further: strong numbers were not always called active
bCat nuc transl – modulators of beta-catenin nuclear translocation | HeLa beta-catenin nuclear translocation, immunofluorescence imaging | nuclear translocation activity, % at 5 µM | 190,000 tested, 0.3% active | AID 1665;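 active means nuclear translocation activity above 50% at 5 µM, with a well cell count of 50 or more; inconclusive means wells under 50 cells across six images, flagged as toxic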;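 further: per-cell ratio of nuclear to cytoplasmic median beta-catenin stain intensity; plate controls were DMSO negative control for no effect and GSK-3 inhibitor IX positive control for full effect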
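System: Human HeLa cells, endogenous beta-catenin | Compound dosing: 5 µM primary, 0.02–20 µM confirmation | Timing: 24 h compound exposure at 37°C, 5% CO2 | Measured by: Fluorescence imaging of beta-catenin antibody stain plus DAPI | Read-out basis: % activation of per-cell nuclear versus cytoplasmic median beta-catenin signal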
WT yeast gro inh – growth inhibition of WT yeast, mitochondrial fusion screen. mitochondrial fusion phenotypic screen, WT strain. inhibition, % at 10 µM. 190,000 tested, 2.1% active. AID 1362; in the data active means inhibition above about 58%; tested in S. cerevisiae
Myeloid diff MLP – promotes myeloid progenitor differentiation; ER-HoxA9 myeloid progenitors, lysozyme-GFP differentiation, flow cytometry; calls only at 10 µM; 360,000 tested, 1% active; AID 624256;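 active means normalized GFP-positive differentiation at or above the plate's own cutoff, the solvent-only control mean plus 3 SD; inconclusive means no clear call, values can overlap the other calls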;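 further: cells exposed to compound for four days before flow analysis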
Salmonella PhoP GFP – inhibitors of PhoP regulon expression, primary screen, Salmonella Typhimurium, GFP reporter (AID 1863); S. Typhimurium PhoP-regulated promoter GFP reporter, 4 h; higher % means a stronger effect; 300,000 tested, 0.16% active; inhibition, % at 50 µM; hits with a dose series show IC50 in µM;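 active means inhibition over 29.93%, a cutoff 3 SD above the screen mean, later confirmed by dose response; inconclusive means inhibition over 29.93% but no dose response follow-up; inactive means inhibition at most 29.93% or unconfirmed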;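 further: 0% = low Mg2+ inducing control and 100% = high Mg2+ repressing control; strong numbers were not always called active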
Rac1 GTP hydrolysis – MgcRacGAP GTPase-activating activity inhibitors, confirmation, biochemical, ADP Hunter fluorescence; MgcRacGAP-stimulated Rac1 GTP hydrolysis, ADP Hunter fluorescence; higher % means a stronger effect; GST-tagged Rac1 F28L mutant substrate; inhibition, % at 30 µM; hits with a dose series show IC50 in µM; 340,000 tested, 0.6% active; AID 624330;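 active means first-screen hits whose inhibition reached a set limit at any dose in the follow-up dose series; inconclusive means inhibition above the set first-screen limit but never retested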;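 further: fluorescence reports GDP produced by GAP-driven GTP hydrolysis; strong numbers were not always called active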
RSV antiviral HEp-2 – inhibition of RSV-induced cytopathic effect – HEp-2 cells, primary 10 µM value included (AID 2391); HEp-2 cells, RSV-induced CPE inhibition; higher % means a stronger effect; 310,000 tested, 0.13% active; CPE inhibition, % at 10 µM; hits with a dose series show IC50 in µM; in the data active means a potency from the dose series; inconclusive means CPE inhibition mostly from about 23% at the one dose, without a potency; inactive means the rest, 99 in 100 with CPE inhibition below about 21%; further: strong numbers were not always called active
SV40 large T antigen – SV40 large T antigen inhibitors, biochemical (AID 1903). SV40 large T antigen ATPase/helicase inhibition assay; higher % means a stronger effect. inhibition, % at 20 µM; hits with a dose series show IC50 in µM. 310,000 tested, 0.39% active; in the data active means a potency from the dose series; inconclusive means inhibition mostly from about 32% at the one dose, without a potency; inactive means the rest, 99 in 100 with inhibition below about 32%; further: strong numbers were not always called active
T cell modulator – T cell immune modulation candidate; 2C CD8+ T cell-vesicle binding, flow cytometry; hits give low values; calls only at 7 µM; 330,000 tested, 0.068% active;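 active means response, share of CD8 T cells binding vesicles, and their 90th percentile fluorescence all below set limits, cut at about 80% in these data, passing the limit was not always enough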
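Read-out – percent CD8+ FL2 mean versus row control · System – murine 2C transgenic CD8+ T lymphocytes · Times – 1.5 h cell–vesicle binding at 37 °C, then 20 min icy labelling · Control set – naked vesicles low, QL9 vesicles with vehicle high · Detection – cytometric PE anti-B7-1 and Alexa647 anti-CD8 signals after 1% paraformaldehyde fixation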
WT yeast gro inh mutant strain – further read-out of WT yeast gro inh, marked with its call; inhibition, %; mitochondrial fusion phenotypic screen, mutant strain inhibition
bCat nuc transl cell count 5 µM – recorded beside bCat nuc transl, whose call it bears; cell count; measured here: cell count, cytotoxicity flag
T cell modulator vesicle-bound % – recorded beside T cell modulator, whose call it bears; double positive events, %; measured here: CD8+ vesicle-bound cell fraction;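 binding gate set so that unloaded-vesicle control wells show 10% double positive cells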
Myeloid diff MLP GFP+ MAC1+ % – also measured in Myeloid diff MLP; calls as there; GFP+ MAC1+ double positive, %; measured here: differentiation confirmed by MAC1 staining
* marks the source's active call; other numbers are inactive results; i = inactive; ? = inconclusive; . = not tested or not shown.

molecule	West Nile antiviral	bCat nuc transl	bCat nuc transl cell count 5 µM	WT yeast gro inh	WT yeast gro inh mutant strain	Myeloid diff MLP	Myeloid diff MLP GFP+ MAC1+ %	Salmonella PhoP GFP	Rac1 GTP hydrolysis	RSV antiviral HEp-2	SV40 large T antigen	T cell modulator	T cell modulator vesicle-bound %
COc1ccc(NC(=O)c2[nH]c(C)c(C(C)=O)c2C)cc1	-0.5%	0.9	1087	-21	8	i	0.8	-3%	-8%	-1.6%	5%	i	46
CCCc1nnc(NC(=O)CCC(=O)NCc2ccccc2)s1	1.9%	.	.	.	.	i	0.6	-6%	2%	2.0%	7%	i	19
COC(=O)c1ccc(/C=C2\CCn3c2nc2cc(C(=O)O)ccc2c3=O)cc1	-0.1%	.	.	.	.	i	0.2	3%	4%	5.2%	24%	i	60
COc1ccc(C2/C=C\CN(S(=O)(=O)c3ccc(-c4ccccc4)cc3)CC(=O)N2Cc2ccc(F)cc2)cc1 (stereo unspecified)	-0.5%	0.0	1326	.	.	i	2.7	-9%	12%	.	.	.	.
CCN1C(=O)/C(=C\c2ccncc2)SC1=Nc1ccc(C)c(C)c1	0.5%	-0.3	933	32	9	i	0.0	-3%	9%	?	-2%	i	37
CC(C)(C)c1ccc(C(=O)NC(Cc2ccccc2)C(=O)O)cc1 (stereo unspecified)	0.6%	-1.7	1255	-11	-11	i	2.4	-3%	4%	2.2%	7%	i	18
COc1ccc2nc(-c3ccccc3)cc(OC)c2c1	-1.2%	-1.4	998	21	26	i	0.1	30%	18%	50%	1%	i	8
c1ccc(-n2nnnc2NC2CCCCC2)cc1	-0.1%	-2.1	1122	5	7	i	11	?	5%	2.5%	5%	i	14
CN(C)CCN(C(=O)c1ccc2c(c1)CCCC2)c1nc2c(F)cccc2s1	-0.5%	.	.	.	.	i	0.9	2%	6%	0.6%	-2%	i	66
CC1CCCCC1NCC(=O)Nc1ccccc1-c1ccccc1 (stereo unspecified)	-0.5%	?	.	7	-2	i	0.6	3%	11%	1.0%	7%	i	48
CC(=O)c1ccccc1OCCOCCOCCOc1ccccc1C(C)=O	-0.9%	-2.8	1059	-16	-10	i	0.5	3%	-3%	14%	20%	i	52
NNC(=O)c1ccccc1CO	0.6%	.	.	.	.	.	.	-2%	.	1.7%	3%	i	37
CNC(=O)COc1coc(CN2CCN(c3ccc(F)cc3)CC2)cc1=O	0.2%	.	.	.	.	i	0.8	3%	1%	1.8%	5%	i	28
CCN(CC)C(=O)C(C)N(C#N)c1nc(SC)nc(N(C)C)n1 (stereo unspecified)	-0.9%	.	.	1	10	i	6.6	-3%	-4%	0.8%	11%	i	27
CC(=O)Nc1ccc(/C=N/NC(=O)c2cccs2)cc1	0.8%	0.2	1096	2	1	i	0.0	-1%	7%	-1.5%	5%	i	64
CC(O)C1CCC2C3CC[C@H]4CC(O)CCC4(C)C3CC3(OCCO3)C12C (stereo partly specified)	0.3%	0.4	1114	24	5	i	0.4	6%	6%	2.4%	2%	i	36
C=CCC(C=C)[N+]1(CC(=O)OC)CCCCC1 (stereo unspecified)	0.0%	0.0	1028	4	8	i	0.3	-4%	.	0.6%	4%	i	53
O=C(NC(Cc1ccccc1)C(=O)N1CCCC(C(F)(F)F)C1)c1ccccc1 (stereo unspecified)	.	.	.	.	.	i	0.4	-9%	8%	-1.9%	11%	i	60
Cc1ccc(NC(=O)CCc2c(C)nn(-c3ccc(N4CCOCC4)nn3)c2C)cc1C	0.2%	.	.	.	.	i	0.5	5%	-2%	0.5%	8%	i	5
COc1ccc(-c2nc(C#N)c(NCc3ccccc3Cl)o2)cc1	-0.4%	-6.7	1247	1	51	i	0.6	4%	11%	0.4%	7%	i	34

molecule	West Nile antiviral	bCat nuc transl	bCat nuc transl cell count 5 µM	WT yeast gro inh	WT yeast gro inh mutant strain	Myeloid diff MLP	Myeloid diff MLP GFP+ MAC1+ %	Salmonella PhoP GFP	Rac1 GTP hydrolysis	RSV antiviral HEp-2	SV40 large T antigen	T cell modulator	T cell modulator vesicle-bound %
CCOc1ccc(-c2nc(CSCC(=O)NC3CC3)c(C)o2)cc1	-0.2%	.	.	.	.	i	0.5	-2%	7%	0.8%	15%	i	20
Cc1cc(=O)oc2c(C)c(OCC(=O)NCCCN3CCCC3=O)ccc12	-0.5%	.	.	.	.	i	0.0	-3%	8%	0.8%	8%	i	33
CC(C)=CCc1c(O)ccc(C(=O)Cc2ccccc2)c1O	-0.2%	-2.6	1161	81*	35*	i	0.8	5%	6%	9.2%	4%	i	34
COc1ccc(-c2csc(Nc3cccc(C)n3)n2)cc1	-1.7%	.	.	.	.	i	0.4	-2%	12%	6.5%	4%	i	36
N#CCCN(Cc1ccccc1)S(=O)(=O)c1cccs1	-0.9%	.	.	.	.	i	0.4	-4%	7%	0.8%	13%	i	63
COc1cc(C(=O)N/C(=C\c2cn(C)c3ccccc23)C(=O)NCCCN2CCOCC2)cc(OC)c1OC	0.0%	.	.	.	.	i	2.9	-5%	5%	2.9%	8%	i	37
CCOC(=O)c1ccccc1NS(=O)(=O)c1ccc(C)cc1	0.7%	.	.	21	14	i	0.7	-5%	3%	-0.2%	7%	i	15
O=C(NC(=O)c1ccccc1)NC1(C(F)(F)F)OCCO1	-0.2%	-0.5	1191	-5	-5	.	.	-1%	.	-0.1%	5%	i	16
CC(C)OC(=O)CSc1nc(Cc2cccs2)nc2ccccc12	-0.2%	1.1	973	2	-4	i	0.5	-6%	10%	4.1%	27%	i	58
CC(C)(C)C1CCc2onc(C(=O)O)c2C1 (stereo unspecified)	0.1%	0.2	1056	-24	-12	i	0.6	-1%	8%	0.6%	-7%	i	58
CCO[C@@H]1OC(C(=O)NCc2ccccc2)=C[C@H](c2cn(C(C)=O)c3ccccc23)[C@H]1CCCO	-0.1%	-3.2	1109	6	9	i	1.9	-14%	6%	0.6%	10%	.	.
C/C(=N/NC(=O)c1nnn(-c2nonc2N)c1-c1ccccc1)c1ccc2c(c1)OCO2	-0.2%	.	.	.	.	i	2.1	-3%	8%	3.0%	2%	i	44
O=C(COC(=O)CC12CC3CC(CC(C3)C1)C2)Nc1cccnc1Cl	0.2%	0.3	994	33	28	i	0.5	12%	10%	1.9%	-6%	i	55
Cc1ccc(S(=O)(=O)N(CC(=O)Nc2ccc(C)cc2C)C(=O)N2CCN(C)CC2)cc1	.	.	.	.	.	i	0.8	11%	9%	-2.1%	6%	i	47
Cc1cc(C(=O)N/N=C2\CC(=O)CC(C)(C)C2)n[nH]1	-0.2%	.	.	11	-8	i	2.0	17%	7%	0.2%	6%	i	7
Clc1nc(-c2ccccn2)nc2scc(-c3ccccc3)c12	-1.1%	-0.7	882	15	-30	?	.	2%	10%	3.4%	7%	i	56
Cc1ccccc1C(=O)N1CCC(C(=O)NC(C)c2ccc(-n3ccnc3)cc2)CC1 (stereo unspecified)	-0.3%	.	.	.	.	i	1.9	1%	9%	0.8%	8%	i	55
Cc1ccc(Nc2nnc(SCC(=O)N(C)C3CCS(=O)(=O)C3)s2)cc1 (stereo unspecified)	-0.2%	-0.7	1088	-12	0	i	0.8	-12%	-2%	2.4%	21%	i	37
O=C(Cn1nc(Cl)nc1Cl)c1ccccc1	-1.0%	.	.	.	.	i	0.9	2%	9%	0.7%	2%	i	40
CCOC(=O)c1sc2ncnc(N3CCN(C(=O)OCC)CC3)c2c1C	-0.1%	-1.1	1061	18	3	i	1.1	-6%	15%	5.3%	2%	i	25

molecule	West Nile antiviral	bCat nuc transl	bCat nuc transl cell count 5 µM	WT yeast gro inh	WT yeast gro inh mutant strain	Myeloid diff MLP	Myeloid diff MLP GFP+ MAC1+ %	Salmonella PhoP GFP	Rac1 GTP hydrolysis	RSV antiviral HEp-2	SV40 large T antigen	T cell modulator	T cell modulator vesicle-bound %
Cc1ccc(N=c2c([N+](=O)[O-])nn(-c3ccccc3)n2O)c(C)c1	0.5%	-0.4	1155	22	5	i	0.5	1%	8%	7.7%	1%	i	39
COC(C(=O)Nc1ccc(Br)cc1F)c1ccccc1 (stereo unspecified)	-0.1%	1.8	980	-12	-27	i	0.1	5%	-1%	1.0%	1%	i	11
CCCCNC(=O)CSc1nc2ccccc2c(=O)n1CC1COc2ccccc2O1 (stereo unspecified)	0.0%	4.2	1309	15	13	i	0.2	-5%	8%	0.1%	12%	i	21
COc1ccc(C2CC(c3cccs3)=NN2C(=O)CSc2nnc(N)s2)cc1OC (stereo unspecified)	-0.5%	0.1	1053	-8	-5	i	0.6	-3%	9%	-0.6%	-4%	i	54
CC(c1ccco1)N(C(=O)c1ccc(F)cc1)c1ccccn1 (stereo unspecified)	-0.5%	7.2	776	-18	-13	i	0.3	1%	-1%	5.3%	9%	i	24
CCN(C(=O)CSc1nc2ccccc2c(=O)n1Cc1ccc(C)cc1)C1CCS(=O)(=O)C1 (stereo unspecified)	.	.	.	.	.	i	0.6	-3%	6%	-1.6%	25%	i	48
N#Cc1ccc(COC(=O)c2ccc(N3CCCC3)c([N+](=O)[O-])c2)cc1	0.1%	1.6	1065	39	15	i	0.4	11%	9%	5.2%	-1%	i	57
O=C(CSc1ccc(-c2cccnc2)nn1)N1CCCC1	-0.4%	0.3	1095	3	-8	i	0.5	3%	7%	2.0%	3%	i	46
O=C(COc1ccccc1)N1CCc2ccccc2C1	0.1%	-1.9	1054	-13	-9	i	1.4	4%	7%	1.5%	0%	i	10
Cc1ccc(C(=O)N(c2ccccn2)C(C)c2ccco2)cc1C (stereo unspecified)	-0.7%	1.6	1087	9	7	i	2.3	19%	4%	1.8%	23%	i	29
COc1ccc(OC)c2sc(NNC(=O)COc3ccccc3)nc12	-0.5%	-5.2	1091	2	-4	i	0.4	-3%	7%	-0.2%	13%	i	36
CCCN1CCCc2cc(CN(CCCN3CCOCC3)C(=O)Nc3ccc(OCC)cc3)ccc21	0.5%	.	.	6	12	i	8.9	-6%	10%	2.0%	20%	i	44

Screening data as filed in PubChem.
